High-throughput results (PubChem)
NPY-Y1 PAM-ag – potentiates or activates human NPY-Y1 receptor; NPY-Y1 expressing cells, potentiator/agonist activation; 0.37% of 220,000 active; activation, % at 3.6 µM; AID 1304; P25929; in the data active = activation above about 33%, passing the limit was not always enough;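 also: cells stimulated with NPY at EC10 then isoproterenol at EC100; 0% = low agonist plus stimulus and 100% = saturating agonist plus stimulus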
Ba/F3 V617F tox – loss of viability in JAK2V617F-driven Ba/F3 cells | 1.1% of 220,000 active | inhibition, % at 5.6 µM | Ba/F3 EpoR-JAK2V617F viability, ATP luminescence;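 active = inhibition above the campaign mean plus 3 SD over all tested compounds, cut at about 24% in these data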;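 also: cytokine-independent growth of Ba/F3 cells driven by EpoR plus mutant JAK2; 0% = DMSO-treated cells and 100% = JAK inhibitor I control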
S1P4 antagonist – antagonists of human S1P4 receptor; O95977; S1P4-expressing cells, antagonist mode, reporter read-out; inhibition, % at 4.98 µM; 0.26% of 220,000 active; AID 1510; in the data active = inhibition above about 29%;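 also: 0% = wells stimulated with agonist and 100% = vehicle wells without agonist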
Target sequence (O95977 whole entry, looked up): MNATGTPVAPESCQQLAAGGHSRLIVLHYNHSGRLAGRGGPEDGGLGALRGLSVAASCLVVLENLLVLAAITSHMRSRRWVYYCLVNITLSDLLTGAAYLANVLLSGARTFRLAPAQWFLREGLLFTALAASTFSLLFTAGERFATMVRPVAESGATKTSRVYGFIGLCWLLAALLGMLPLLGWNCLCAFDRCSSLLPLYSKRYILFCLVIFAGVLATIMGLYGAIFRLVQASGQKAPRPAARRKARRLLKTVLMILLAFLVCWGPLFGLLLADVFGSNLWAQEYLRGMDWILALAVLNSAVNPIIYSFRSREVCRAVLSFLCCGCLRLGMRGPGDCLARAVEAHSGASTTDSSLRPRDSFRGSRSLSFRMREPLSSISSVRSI
S1P4 ag – human S1P4 receptor agonism; activation, % at 4.98 µM; 0.35% of 220,000 active; AID 1509; O95977; S1P4-expressing cell line, agonist reporter assay; in the data active = activation above about 11%;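 also: 0% = DMSO vehicle and 100% = reference agonist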
NPY-Y2 PAM-ag – potentiates or activates human NPY-Y2 receptor; activation, % at 3.6 µM; P49146; cells expressing NPY-Y2, potentiator/agonist read-out; 0.45% of 220,000 active; in the data active = activation above about 27%;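 also: cells stimulated with NPY near EC25 plus isoproterenol at EC100; 0% = vehicle plus submaximal agonist and 100% = vehicle plus saturating agonist; some results beyond the cut were filed as inactive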
Target sequence (P49146 whole entry, looked up): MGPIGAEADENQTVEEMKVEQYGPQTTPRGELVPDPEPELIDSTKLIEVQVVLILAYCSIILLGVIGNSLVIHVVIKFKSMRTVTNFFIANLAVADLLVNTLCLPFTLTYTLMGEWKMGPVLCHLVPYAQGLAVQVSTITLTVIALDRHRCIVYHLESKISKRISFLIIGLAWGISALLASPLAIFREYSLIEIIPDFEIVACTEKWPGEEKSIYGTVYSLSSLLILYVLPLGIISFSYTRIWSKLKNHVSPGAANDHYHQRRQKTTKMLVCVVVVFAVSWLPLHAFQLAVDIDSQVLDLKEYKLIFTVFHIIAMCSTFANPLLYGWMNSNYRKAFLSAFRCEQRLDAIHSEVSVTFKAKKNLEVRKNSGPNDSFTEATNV
BaF3 parental – counter-screen for JAK2V617F inhibitors: parental Ba/F3 viability inhibitors; CellTiter-Glo ATP luminescence; inhibition, % at 5.6 µM; 1.1% of 220,000 active; AID 1486;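 active = inhibition above a per-campaign cutoff, the mean inhibition of all tested compounds plus 3 SD, cut at about 27% in these data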;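 also: 0% = DMSO wells and 100% = JAK Inhibitor I control wells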
NPY Y1 blocker – NPY-Y1 (human) receptor antagonism | P25929 | HEK293-CNG Y1 cells, membrane potential fluorescence; NPY at EC95, then isoproterenol | inhibition, % at 3.6 µM | 1% of 200,000 active | AID 1040;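 active = inhibition above the campaign mean inhibition of all tested compounds plus 3 SD, cut at about 20% in these data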;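 also: 0% = DMSO wells given NPY plus isoproterenol and 100% = isoproterenol alone without NPY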
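Material: HEK293 cells co-expressing NPY Y1 receptor and cyclic-nucleotide gated channel. Timing: compound incubation 1 h at room temperature, readout 45 min post-stimulation. Signal: fluorescence, membrane potential probe.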
CHOP inh – blocks CHOP induction under ER stress; CHO-K1 CHOP-promoter luciferase, tunicamycin-induced, 15-18 h; inhibition, % at 10 µM; 3.8% of 220,000 active;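 active = compounds that reduced the stress-induced luciferase reporter signal by more than about 70% of percent inhibition, limit read from the data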;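 also: 0% = tunicamycin plus vehicle and 100% = wells without tunicamycin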
NCF1 inh – p47phox (human) inhibition; p47phox/p22phox peptide binding, fluorescence polarization, 2 h; 0.53% of 220,000 active; P14598; inhibition, % at 24.7 µM;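 active = inhibition above about 30%, limit read from the data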;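 also: 0% = p47phox with labelled peptide and 100% = labelled peptide alone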
Active calls of the source: *; . = not tested or not shown; & = joins results of further samples.

SMILES	NPY-Y1 PAM-ag	Ba/F3 V617F tox	S1P4 antagonist	S1P4 ag	NPY-Y2 PAM-ag	BaF3 parental	NPY Y1 blocker	CHOP inh	NCF1 inh
C/C(=N\OCC(=O)N/N=C/c1ccccc1)c1cccs1	-11.7	-3.6	-4.3	1.9	0.6	1.4	2.5	1.1	-11.5
CC1CCCCN1CC(=O)NC(c1ccccc1)c1ccccc1 (stereo not given)	4.3	-2.4	-4.1	-0.3	-11.1	8.4	7.0	-2.5	-8.6
CCOc1cc(CO)ccc1OCC(=O)N1CCCCC1	-0.4	0.2	-7.5	4.5	-1.8	2.4	3.5	-3.8	0.1
O=C(Cc1ccccc1)N1CCN(C(=O)c2ccc([N+](=O)[O-])cc2)CC1	5.0	1.2	-0.8	0.8	-4.7	5.8	-6.8	-3.5	-2.2
O=C1NC2(CCCCCC2)Oc2ccccc21	-4.1	1.6	-10.1	0.5	-7.0	5.0	-4.6	20.8	-4.6
CS(=O)(=O)N(CC(=O)N/N=C/c1ccco1)c1ccccc1Br	-10.7	0.9	-7.7	1.2	-11.5	5.0	0.7	1.5	-2.7
O=C(NC(N1CCOCC1)C(Cl)(Cl)Cl)c1ccc(F)cc1 (stereo not given)	-1.0	-2.4	-13.7	-0.7	-1.6	0.7	52.5*	1.8	3.9
CNC(=O)c1csc(-c2ccncc2)n1	-8.4	2.2	-1.4	-1.6	-25.3	7.0	15.1	1.1	-9.2
CSc1ccc(C(=O)C2CCCN(C(=O)c3cccnc3SC)C2)cc1 (stereo not given)	2.4	0.1	-12.9	1.0	5.5	4.1	1.6	14.0	2.3
Cc1ccc(S(=O)(=O)N2CCC(=O)N(CCOCc3ccc(Cl)cc3)CC2)cc1	9.2	5.0	6.2	-0.1	10.1	5.0	-3.8	13.7	3.1
C=CCS(=O)(=O)c1cccc2cccnc12	2.8	0.8	-14.9	1.2	-6.1	0.3	4.8	-6.8	2.5
CS(=O)(=O)Nc1ccc(C(=O)NCCSCc2ccco2)cc1	-19.1	2.0	-10.3	2.4	-7.7	1.1	-4.1	-4.9	-5.8
Cc1ccccc1CN1C2=NCCN2c2ccccc21	-23.6	5.8	0.5	0.2	-11.2	10.3	7.1	-5.4	2.3
CCOc1cccc(CNCCO)c1OCc1ccc(Cl)cc1	-34.8	0.8	-1.5	0.4	-7.7	3.4	18.3	29.7	-3.8
Cc1cc2c(cc1C)C(=O)NC(C)(C)C2	11.4	-0.5	-5.5	-1.3	4.8	5.6	2.3	13.8	-0.6
CC(=O)CCC(=O)NCCc1ccccc1F	10.7	-1.1	-6.9	0.8	-8.1	3.6	6.5	5.5	-2.7
CCC(C)NC(=O)c1ccc(CSc2nc3ccncc3n2Cc2ccc(F)cc2)cc1 (stereo not given)	20.6	0.4	3.8	2.3	7.5	7.3	2.4	22.8	-0.5
O=c1c2nnn(-c3cccc(F)c3)c2ncn1Cc1ccccn1	5.7	0.8	-4.8	2.0	9.7	2.4	-0.9	0.7	9.7
COc1cccc(NC(=O)Nc2cccn(Cc3ccccc3)c2=O)c1	14.2	0.3	-5.1	-0.3	13.6	6.6	-9.8	65.7	-12.7
O=C(Nc1cccc(S(=O)(=O)N2CCCCC2)c1)c1ccccn1	7.6	-0.9	-13.3	-0.3	2.8	-2.4	3.0	-16.9	-11.1
CCn1c2ccccc2c2cc(NC(=O)Nc3ccc([N+](=O)[O-])cc3C)ccc21	45.6*	-4.6	-9.4	-0.5	21.6	-1.2	.	31.1	-7.4
Cc1nnc(SCC(=O)Nc2nsc(-c3ccccc3)n2)s1	9.1	-1.7	-4.7	-1.0	9.7	2.8	0.8	10.1	1.1
Cc1cc2ncn(CS(C)(=O)=O)c2cc1C	-0.7	-2.1	7.8	0.7	-4.7	3.9	2.3	-10.7	-3.8
O=C(COC(=O)/C=C/C(=O)OCC(=O)NC12CC3CC(CC(C3)C1)C2)NC12CC3CC(CC(C3)C1)C2	-9.6	2.5	-9.6	1.4	5.1	3.1	-1.6	104.8*	-3.1
Cc1cc(C(=O)N/N=C/c2cccnc2)cs1	-11.3	1.1	-5.0	-0.1	-7.1	-0.3	2.2	-9.8	11.5
CN(C)C(=O)c1nc2ccc(Cl)cn2c1CNCc1cccc(OC(F)(F)F)c1	-2.9	4.0	18.6	-2.6	-15.4	0.3	.	-1.7	0.7
O=C(COc1ccc2c(c1)OCO2)NC12CC3CC(CC(C3)C1)C2	-31.6	3.0	-3.6	2.1	-9.4	5.0	11.4	56.6	-7.2
COc1ccccc1N1CCN(C(=O)c2ccncc2)CC1	10.3	-4.5	6.7	0.4	1.5	2.0	-3.7	1.3	1.5
COc1ccccc1NCC(=O)N/N=C/C=C/c1ccccc1	-6.2	-0.9	-2.5	-1.0	14.9	4.7	2.4	47.9	-6.7
CN(C)C(=O)Nc1ccc(F)cc1F	16.0	-2.6	-10.9	4.6	0.4	0.2	-1.8	14.1	-0.6
CC(C)c1ccc(NC(=S)NCc2cccs2)cc1	13.9	-1.6	1.6	-2.0	11.8	7.5	-8.2	44.0	-3.4
CCSc1nc(-c2ccccc2)nc2c1CCCC2	9.4	-2.4	-36.1	0.7	-4.3	5.1	4.3	44.8	2.5
CCOC(=O)c1ccc(NC(=O)CSc2nnc(C3CC3)n2CC)cc1	-21.8	-0.4	-15.9	1.7	-2.6	1.5	-5.5	-17.7	-4.8
COc1cc(CCN2C(=O)N[C@@H](CCc3ccccc3)C(C(C)=O)=C2C)cc(OC)c1OC	-19.9	4.1	2.7	0.8	-2.3	4.0	0.1	9.1	2.9
Cn1c(=O)c2c(nc(CN3CCN(c4ccccc4F)CC3)n2CCCc2ccccc2)n(C)c1=O	-24.8	-3.3	5.6	0.7	9.2	3.5	3.5	.	.
Cc1ccc(O)c(C(=O)c2cnc3c(c2)c(C)nn3-c2ccccc2)c1	-17.9	-2.4	-7.5	-0.2	-11.0	1.1	8.6	47.1	-5.2
CCOC(=O)c1cccnc1SC(CC)C(=O)N1CCOCC1 (stereo not given)	-20.6	5.1	-0.2	-0.8	-6.6	2.3	5.5	18.4	0.6
COc1ccc2nc(NC(=O)c3cccc(OCc4c(C)noc4C)c3)sc2c1	7.8	-1.1	-6.2	1.0	-3.6	3.1	2.5	.	-4.2
Cc1ccc(NCc2ccccc2O)cc1C	14.5	-1.2	-16.3	1.1	-0.8	3.4	-5.6	6.8	-6.2
O=C(COC(=O)C1CCN(S(=O)(=O)c2ccccc2C(F)(F)F)CC1)NCc1ccc(F)cc1	3.6	2.0	-27.5	0.8	0.3	4.5	1.4	-1.2	-19.9
Cc1c(-c2ccccc2)[nH]n2c(=O)c3c(nc12)CCCC3	15.5	4.5	-15.2	0.9	7.3	2.1	0.0	-3.3	-18.9
CCOC(=O)c1ccccc1OC(=O)CS(=O)c1ccccc1[N+](=O)[O-] (stereo not given)	-8.0	3.4	11.1	0.0	-13.2	7.0	-3.1	9.1	-2.5
CCN(CC)CCN1C(=O)C(=O)/C(=C(/O)c2ccc(C)cc2)C1c1ccncc1 (stereo not given)	-8.6	1.3	-18.1	-0.5	2.3	4.7	-5.5	29.9	8.8
CCn1cc(C(=O)OCC(=O)Nc2c(C)n(C)n(-c3ccccc3)c2=O)c(=O)c2ccc(C)nc21	12.2	2.7	-8.0	1.8	-8.3	6.9	-1.9	24.6	-10.2
Nc1nc(NCc2ccc(Cl)cc2)nc(NCCO)c1[N+](=O)[O-]	17.5	4.2	-19.9	4.1	-31.9	3.7	.	31.1	-10.6
CSc1nc(C)c(C(=O)Nc2ccccc2)c(C)c1C#N	-1.6	-2.9	-5.5	-0.4	-4.2	3.0	-1.0	49.1	-7.3
CCCc1c(C(=O)Nc2ccc(N3CCOCC3)cc2)cnn1-c1ccccc1	40.4	-3.4	12.3	-1.4	0.0	1.9	.	-8.1	-1.5
O=C(/C=C/c1ccc(O)cc1)c1ccc(O)cc1O	23.7	-1.8	-8.2	0.3	9.8	1.0	-2.7	-17.8&-53.4	-9.7
CCc1cc2c(=O)c(-c3nc4ccccc4n3C)c(CCCC(=O)O)oc2cc1OC(=O)C(C)(C)C	-0.2	1.2	1.2	0.3	-4.9	6.5	1.8	12.5	4.3
Cc1cccc2cn[nH]c12	-2.1	-4.0	-23.7	0.4	8.1	1.5	-5.3	5.3	0.8
O=C(COC(=O)c1ccc(S(=O)(=O)NCc2ccco2)cc1)NCC1CCCCC1	-2.5	-1.3	-19.9	-2.4	3.8	2.6	1.9	15.2	-19.3
Cc1nc(S(=O)(=O)Nc2ccc3c(c2)OCCO3)cn1C	-1.1	-1.4	-8.6	-0.2	2.0	-4.5	.	-5.2	-3.7
CN(C1CCCCC1)S(=O)(=O)c1ccc(S(=O)(=O)N2CCCC2)cc1	26.2	-3.5	-4.5	-2.0	10.3	-0.2	-11.0	14.9	0.2
Cn1nc(C(F)(F)F)c(C(=O)Nc2ccc(F)cc2F)c1Sc1ccc(C(F)(F)F)cc1	-22.8	-3.0	-6.3	-0.7	-3.6	5.5	15.1	59.4	-4.3
CC(C)(C)NC(=S)N/N=C/c1c(Cl)cccc1Cl	-25.0	0.8	12.4	0.5	-46.3	-3.5	.	-31.4	-0.9
COC(=O)C1C(=O)c2c(n[nH]c2C)CC1(C)C (stereo not given)	10.1	2.0	-20.4	2.4	7.6	4.8	4.7	-3.1	-6.4
O=C1c2oc3ccc(Cl)cc3c(=O)c2C(c2ccco2)N1CCN1CCOCC1 (stereo not given)	-3.7	-3.0	-14.1	2.2	0.2	-1.4	-1.9	7.3	-15.3
COC(=O)c1ccccc1NC(=O)c1cc(OC)cc(OC)c1	-27.9	-1.3	-9.8	0.2	-7.4	-0.3	21.1*	82.4*	-16.2
CC(=O)N(CCP(=O)(c1ccccc1)c1ccccc1)Cc1ccco1	-0.4	2.6	-13.0	0.6	3.9	4.1	1.6	-2.7	3.3
COC(=O)c1cc(NC(=O)c2cc(-c3ccc(Cl)cc3)oc2C(F)(F)F)ccc1N1CCOCC1	4.9	-0.2	0.6	0.8	-2.2	2.1	.	8.4	-81.8
O=C(Nc1ccc(Br)cc1)c1ccc(CSC2=NCCS2)cc1	20.6	-1.7	-0.2	1.9	-11.9	7.5	-4.8	-8.5	-13.5
COC(=O)CSC1=C(C#N)C(c2ccc3c(c2)OCO3)C2=C(CCCC2=O)N1 (stereo not given)	-30.2	2.0	-6.3	-1.3	-10.1	6.7	3.9	3.2	3.9
CCOc1ccc(-n2c(Cc3cc(=O)[nH]c(=O)[nH]3)nnc2SC(C)C(=O)OC)cc1 (stereo not given)	-2.7	-1.6	-10.4	-0.2	8.6	1.1	-3.0	-0.4	1.9

Results in Ba/F3 V617F tox and CHOP inh (four entries from above):
compound,Ba/F3 V617F tox,CHOP inh
CCOC(=O)c1ccccc1OC(=O)CS(=O)c1ccccc1[N+](=O)[O-] (stereo not given),3.4,9.1
O=C(COC(=O)c1ccc(S(=O)(=O)NCc2ccco2)cc1)NCC1CCCCC1,-1.3,15.2
Nc1nc(NCc2ccc(Cl)cc2)nc(NCCO)c1[N+](=O)[O-],4.2,31.1
Cn1nc(C(F)(F)F)c(C(=O)Nc2ccc(F)cc2F)c1Sc1ccc(C(F)(F)F)cc1,-3.0,59.4
